# Source: PubChem
# Lmaj promast – reduces viability of Leishmania major promastigotes. inhibition, % at 10 µM. resazurin fluorescence viability. 200,000 compounds, 9% hits. AID 1063; in the data active means inhibition above about 50%;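 further: promastigotes grown with compound for 44 hours at 28 °C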
# Hsp70 activator – Hsp70 transcriptional activation, primary screen. HeLa Hsp70 promoter luciferase reporter, luminescence; scaled: vehicle 0, proteasome-inhibitor control 100%. activation, % at 10 µM. 200,000 compounds, 0.04% hits. AID 1203;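 active means activation above the mean across all tested compounds plus 3 SD, cutoff set per campaign, cut at about 5.5% in these data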;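 further: 100% = MG132 at 30 µM as the positive control and 0% = DMSO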
# TNAP inh hiacc – TNAP (human) inhibition, high acceptor; purified TNAP, CDP-star luminescence, 1 M DEA; inhibition, % at 20 µM; 200,000 compounds, 0.03% hits; AID 1135;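 active means over 50% inhibition of tissue-nonspecific alkaline phosphatase at 20 µM in the single-dose screen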;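 further: plate controls were DMSO wells for no effect and EDTA-quenched wells as full inhibition for full effect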
# Target sequence (P05186 whole entry, looked up): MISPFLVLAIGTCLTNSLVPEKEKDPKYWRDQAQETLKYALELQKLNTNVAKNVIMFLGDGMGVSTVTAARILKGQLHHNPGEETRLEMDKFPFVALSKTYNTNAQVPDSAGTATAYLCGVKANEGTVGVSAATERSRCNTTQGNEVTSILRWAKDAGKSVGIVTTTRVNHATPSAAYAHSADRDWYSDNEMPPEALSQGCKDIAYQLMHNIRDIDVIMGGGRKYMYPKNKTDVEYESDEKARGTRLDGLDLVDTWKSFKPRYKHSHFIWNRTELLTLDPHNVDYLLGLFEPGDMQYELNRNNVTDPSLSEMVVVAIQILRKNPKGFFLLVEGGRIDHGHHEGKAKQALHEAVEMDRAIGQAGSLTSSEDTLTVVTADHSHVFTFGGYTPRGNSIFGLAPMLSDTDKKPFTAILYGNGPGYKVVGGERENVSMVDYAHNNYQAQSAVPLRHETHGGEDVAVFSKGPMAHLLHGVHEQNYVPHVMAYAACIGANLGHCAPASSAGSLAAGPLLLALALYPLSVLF
# TNAP inh noacc – inhibitors of human TNAP without phosphate acceptor; P05186; purified TNAP, CDP-star luminescence, 30 min; inhibition, % at 20 µM; 200,000 compounds, 0.26% hits; AID 1012;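 active means tissue-nonspecific alkaline phosphatase inhibition above about 50% at 20 µM in the single-dose screen, limit read from the data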;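 further: 0% = DMSO negative control and 100% = EDTA positive control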
# RAM inhibit – inhibitors of the yeast RAM network | S. cerevisiae dse1pr::URA3 reporter, 5-FOA growth OD615, 2 d; analog-sensitive cbk1-as2 kinase mutant strain | 190,000 compounds, 1.8% hits | inhibition, % at 50 µM | AID 868;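 active means inhibition above a set limit, 3 SD over mean compound inhibition, cut at about 8.4% in these data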;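 further: 0% = DMSO-only wells with no growth and 100% = 10 µM 1-NA-PP1 full growth; inhibition rescues growth on 5-FOA so higher OD means more RAM inhibition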
# DTT redox prof – compounds producing H2O2 with reducing agent – biochemical, NIH compound library profiling, artefact control for MLSCN library redox annotation, primary screen; DTT-dependent redox cycling H2O2, phenol red/HRP absorbance; 100% = 100 µM peroxide control, 0% = buffer; activation, % at 10 µM; 200,000 compounds, 0.03% hits;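 active means activation of at least 50% relative to the plate's high and low controls in the primary single-dose screen; inactive means activation below 50%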;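 further: compound incubated with DTT at 0.8 mM final as the reducing agent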
# PMI act hi M6P – increases human PMI activity with near-saturating mannose 6-phosphate; P34949; coupled PMI enzyme assay, resazurin fluorescence, 20 min; hits give high values; 1 = untreated enzyme, 0 = substrate-free blank; activation factor at 20 µM; 190,000 compounds, 0.34% hits; AID 1216;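 active means activation factor of 2 or more at 20 µM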
# Target sequence (P34949 whole entry, looked up): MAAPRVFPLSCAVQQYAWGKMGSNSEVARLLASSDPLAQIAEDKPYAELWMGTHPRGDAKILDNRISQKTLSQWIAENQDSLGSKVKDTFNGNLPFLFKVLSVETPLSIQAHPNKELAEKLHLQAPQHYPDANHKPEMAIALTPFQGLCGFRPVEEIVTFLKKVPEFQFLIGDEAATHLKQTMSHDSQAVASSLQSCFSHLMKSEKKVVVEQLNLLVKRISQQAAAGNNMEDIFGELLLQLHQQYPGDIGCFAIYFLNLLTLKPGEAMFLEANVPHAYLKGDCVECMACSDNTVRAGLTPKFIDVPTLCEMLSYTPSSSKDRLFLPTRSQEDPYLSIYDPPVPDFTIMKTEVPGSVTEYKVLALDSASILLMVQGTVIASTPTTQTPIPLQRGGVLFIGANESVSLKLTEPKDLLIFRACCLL
#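 Test system: human phosphomannose isomerase with PGI, G6PDH, diaphorase coupling enzymes; Amount: PMI at 15 ng/mL final; Reagent: Mannose-6-phosphate 1.0 mM (near-saturating) plus 0.22 mM NADP+; Timing: 20 min, room temperature; Technique: resorufin fluorescence at Ex 544/Em 590 nm; Dosing: 20 µM single dose.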
# Efa HMGR inh – inhibitors of class II HMG-CoA reductase from Enterococcus faecalis; purified E. faecalis HMGR, NADPH absorbance 340 nm kinetic; inhibition, % at 10 µM; 190,000 compounds, 0.41% hits;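 active means inhibition above a set limit, the median over all tested compounds plus 3 SD, cut at about 9.5% in these data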;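 further: enzyme runs in reverse so mevalonate oxidation gives rising NADPH absorbance; 0% = complete reaction with DMSO and 100% = background rate lacking mevalonate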
# S1P3 antag – S1P3 (human) receptor antagonism; 170,000 compounds, 0.27% hits; Q99500; CHO S1P3 NFAT-BLA reporter, FRET fluorescence, antagonist mode; AID 485; inhibition, % at 4.98 µM;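 active means inhibition above the plate cutoff, the mean inhibition of test wells on that plate plus 3 SD, cut at about 28% in these data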;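 further: cells challenged with S1P at its EC80 of 0.8 µM; blue over green emission ratio from cleaved BLA substrate after 4 h stimulation; 0% = S1P-stimulated wells and 100% = unstimulated DMSO-only wells; some compounds past the cut are filed as inactive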
# PMI activator – phosphomannose isomerase (human) activation | AID 1214 | activation factor at 20 µM | P34949 | 190,000 compounds, 0.005% hits | purified human PMI, coupled resazurin fluorescence, 20 min; hits give high values; 1 = vehicle control, 0 substrate-free wells;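 active means activation factor of 2 or more at 20 µM, relative to plate controls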
# * hit, by the source's call; . = no result given.
SMILES,Lmaj promast,Hsp70 activator,TNAP inh hiacc,TNAP inh noacc,RAM inhibit,DTT redox prof,PMI act hi M6P,Efa HMGR inh,S1P3 antag,PMI activator
Cc1ccc(SCC(=O)NC(=O)NCc2ccco2)cc1C,6,-0.4,-8,-4,2.3,0.9,1,2,.,1
COc1cc(COCC(O)CN2CCN(CCN3C(=O)c4cccc5cccc(c45)C3=O)CC2)cc(OC)c1OC (centres undefined),13,0.0,-4,-8,1.7,0.0,1.4,1,3,1.3
COc1ccc(C(=O)Nc2ccccc2N2CCCCC2)cc1[N+](=O)[O-],23,0.1,-3,-3,-0.5,-0.9,0.8,-4,-7,0.8
CNC(=S)N(C)[C@H]1c2c(ccc3ccccc23)OC[C@H]1CO,1,0.1,-2,-9,1.0,-1.0,1.1,-3,-7,1.1
CCN(CC)S(=O)(=O)c1cc(C(=O)OCC(=O)Nc2c(F)cccc2F)ccc1F,-2,-0.4,0,-4,0.9,0.1,0.9,-12,5,1
CCOC(=O)Nc1nnc(-c2cccc(OC)c2)s1,-5,0.1,1,-3,1.3,0.3,1,0,-20,0.9
Cc1cc(/C=N/n2cnnc2)c(O)c([N+](=O)[O-])c1,2,-0.1,19,19,-0.7,0.1,1,1,6,1.2
Cc1ccc(-n2nnnc2SCC(=O)Nc2cccc(NC(=O)c3ccco3)c2)cc1C,66*,-0.3,1,-3,2.8,0.2,0.9,-1,9,0.8
COc1ccc(OC)c(-n2cnnn2)c1,-1,-0.4,-7,-10,0.8,1.1,1,-3,-18,1
Nc1ccc(C(=O)OCc2nc3c(ccc4ccccc43)[nH]2)cc1,0,0.1,-5,-12,1.6,0.3,0.7,-7,.,0.9
Oc1ccc(C=Nc2cccc3ncccc23)c(O)c1,28,-0.4,0,-4,0.7,4.0,0.6,-1,-1,0.5
Cc1ccc2c(=O)oc(N(C)C)nc2c1,7,0.0,-6,-8,-0.5,-0.8,1,-8,-14,1
COc1ccccc1CNC(=O)CNC(=O)Cn1cnc2ccccc2c1=O,-6,-0.2,-6,-10,1.7,-2.7,0.8,-3,8,0.9
CSc1nc2ccccc2c(=O)n1C1CCOC(C)(C)C1 (centres undefined),-4,-0.2,-3,-7,-0.5,-0.4,1,-1,-16,1
Cc1ccc(S(=O)(=O)N2CCN(C(=O)CCC(=O)NCCc3ccc(F)cc3)CC2)cc1,-4,-0.3,-5,-10,0.2,-0.5,1,-2,-2,1

# In the list so far, these contain four or more nitrogen atoms:
SMILES,Lmaj promast,Hsp70 activator,TNAP inh hiacc,TNAP inh noacc,RAM inhibit,DTT redox prof,PMI act hi M6P,Efa HMGR inh,S1P3 antag,PMI activator
Cc1cc(/C=N/n2cnnc2)c(O)c([N+](=O)[O-])c1,2,-0.1,19,19,-0.7,0.1,1,1,6,1.2
Cc1ccc(-n2nnnc2SCC(=O)Nc2cccc(NC(=O)c3ccco3)c2)cc1C,66*,-0.3,1,-3,2.8,0.2,0.9,-1,9,0.8
COc1ccc(OC)c(-n2cnnn2)c1,-1,-0.4,-7,-10,0.8,1.1,1,-3,-18,1
COc1ccccc1CNC(=O)CNC(=O)Cn1cnc2ccccc2c1=O,-6,-0.2,-6,-10,1.7,-2.7,0.8,-3,8,0.9

# Next compounds follow.
SMILES,Lmaj promast,Hsp70 activator,TNAP inh hiacc,TNAP inh noacc,RAM inhibit,DTT redox prof,PMI act hi M6P,Efa HMGR inh,S1P3 antag,PMI activator
CCN(CC)S(=O)(=O)c1cc(C(=O)n2cccn2)c(Cl)cc1Cl,-3,-0.7,-2,-6,0.3,-2.5,0.9,2,-9,0.9
CCOC(=O)c1ccc(NC(=O)Cn2ncc(Cl)c(Cl)c2=O)cc1,96*,5.8*,-7,-4,0.8,.,1.1,3,-5,1.1
N/C(=N\OC(=O)COc1ccc(Cl)cc1)c1ccc(Cl)cc1,-4,0.0,-2,-11,4.4,0.3,1,-4,-8,1
Oc1ccc(N2CCN(Cc3ccc(OCCCN4CCCCC4)cc3)CC2)cc1,48,-0.1,-3,-4,1.3,-0.4,0.4,-2,4,0.6
COc1ccc(-c2cc(C(=O)Nc3ccccc3)on2)cc1,8,0.3,-4,-9,0.5,-0.7,1,0,-6,1
O=C(COC(=O)CCC(=O)c1ccc(F)cc1)Nc1ccccc1,-2,0.0,-6,-7,1.9,-0.8,1,-5,-32,1
Cn1cc(C=C2C(=O)CC(C)(C)CC2=O)c2ccccc21,0,-0.4,6,10,1.1,0.0,0.9,-5,-11,0.9
CCCOc1ccc(N2C(=O)CC(SC(=NCC)Nc3cccc(F)c3)C2=O)cc1 (centres undefined),-1,-0.3,-2,-10,2.7,-0.1,1,4,.,1
O=C(O)c1ccc(CN2C(=O)c3ccccc3S2(=O)=O)cc1,2,-0.4,-7,-14,0.3,2.3,0.9,-2,-25,1
CCOC(=O)COC(=O)c1ccc(O)cc1,-6,0.2,-3,-13,2.8,-2.3,0.9,2,.,0.8
O=C(Nc1ccc2c(c1)OCCO2)c1ccncc1,-3,-0.2,-7,-7,0.8,1.2,1.1,-1,-24,0.9
CC(=O)NCCCC(=O)NC(CCC(=O)OCc1ccccc1)C(=O)OCc1ccccc1 (centres undefined),-6,-0.2,-5,-5,0.2,0.0,0.9,0,-5,0.9
CCOc1ccc(-n2c(O)c(/C=N/Nc3nnc(C)c(=O)[nH]3)c3ccccc3c2=O)cc1,4,0.1,7,-104,1.5,-1.7,1.1,1,-14,0.9
CCOc1ccc(C(=O)N2CCN(c3ccccc3)CC2)cc1OCC,-7,0.5,-1,-11,0.9,0.3,0.8,-7,6,0.9
COc1cccc(CN2CCN(Cc3[nH]c4ccccc4c3C)CC2CCO)c1 (centres undefined),35,-0.4,-5,-7,0.9,0.2,1,-2,-19,0.9
O=C(Nc1ccccc1N1CCCCC1)c1cccs1,6,-0.2,-2,-9,0.7,8.3,0.9,1,-1,0.9
Cc1ccc(S(=O)(=O)NC(=O)c2cccn2C)cc1,-3,-0.2,-4,6,2.0,1.6,1.2,-2,.,1.2
Cc1ccc(C(=O)O/N=C2\CCS(=O)(=O)c3sccc32)cc1,3,0.0,-1,-8,2.2,2.8,1,0,.,1
Cn1c(SCc2cccnc2)nc2cccnc21,-4,-0.1,-7,5,-0.4,2.2,1,-2,-21,1.1
CC(C)(C)n1ncc2c(=O)n(CC(=O)N3CCc4ccccc43)cnc21,0,-0.2,-1,-6,4.6,0.1,0.9,5,-37,0.9
O=C1C2C3C=CC(C3)C2C(=O)N1CCCO (centres undefined),3,0.3,-4,-10,1.4,3.2,0.8,5,-8,1
Cc1ccc(S(=O)(=O)N(C)C)cc1NC(=S)N1CCc2ccccc21,4,-0.2,-5,-14,1.9,-0.5,0.9,1,-4,1
Cc1cnc(C(=O)OCC(=O)c2cc(C)n(C)c2C)cn1,-4,0.2,-2,-4,0.6,-2.0,1,2,-2,1
Cc1nnc(SCC(=O)n2c3c(c4ccccc42)CCCC3)s1,0,-0.6,2,0,1.3,2.2,0.9,1,11,0.9
CNc1oc(-c2cccs2)nc1S(=O)(=O)c1ccccc1,2,-0.1,-5,-13,1.0,-0.9,1.1,-1,-10,1.4
O=C(Nc1ccc(C(=O)O)cc1)/C(=C/c1ccc([N+](=O)[O-])cc1)NC(=O)c1ccccc1,-3,-0.4,-5,-9,8.3,-0.9,1.1,-8,-3,1.1
N#CCCn1nnc(-c2ccccc2F)n1,-7,0.3,-3,-15,2.2,0.1,1,-5,.,1
Cc1ccccc1Cn1nc(C)c(NC(=O)c2sc3ccccc3c2Cl)c1C,12,-0.1,-4,-6,2.5,-4.1,1,4,.,1
CC(=O)c1c(N2CCOCC2)nc(=S)n(-c2ccc([N+](=O)[O-])cc2)c1C,-3,0.1,-3,-19,0.2,0.3,0.9,1,.,0.9
O=C(Nc1ccc(Cl)cc1)OCc1cc(-c2ccccc2)on1,0,-0.3,2,-5,3.6,-3.0,1,2,.,0.9
C=CCn1c(SCC(=O)NCc2ccco2)nnc1-c1ccc2ccccc2n1,-4,0.1,-5,-10,0.3,1.6,1,-6,-4,1
CN(C(=O)COC(=O)c1sc2ccccc2c1Cl)C1CCCCC1,-11,-0.1,-3,-3,14*,-0.1,1,-2,-15,1
COc1ccc(C(=O)Nc2cccc3c2C(=O)NC3=O)cc1S(=O)(=O)N1CCOCC1,1,-0.3,-4,-2,2.4,-0.8,0.9,-1,-10,0.9
CC(C)(C)CNc1cc(N2CCOCC2)ccc1[N+](=O)[O-],3,-0.5,12,17,3.3,0.0,0.8,-7,16,0.9
O=C(c1ccc(Cl)cc1)[C@@H]1[C@@H]2C(=O)N(c3ccc(Cl)cc3)C(=O)[C@@H]2C2c3ccccc3C=NN21 (some centres undefined),10,-0.5,-4,6,3.0,0.9,0.8,1,-2,1
CCn1c(=O)n(CC)c2cc(S(N)(=O)=O)c(C)cc21,-4,-0.1,-4,-9,0.7,0.5,1,-4,24,1
COc1ccc(C(=O)N/N=C/c2cc3ccccc3[nH]c2=O)cc1,-3,-0.2,-5,-79,7.2,-0.8,0.8,-4,-8,0.9
c1ccc(-c2nc(N3CCCC3)nc3ccccc23)cc1,4,0.1,-4,-36,-0.4,-0.6,1,1,5,1.1
O=C(CC(=O)N/N=C/c1ccccc1)NCc1ccccc1,3,-0.4,-9,-10,0.8,-0.3,0.7,0,-15,1
COc1ccc(N(C(=O)CNC(=O)c2cccs2)C(C(=O)NC2CCCC2)c2cccnc2)cc1 (centres undefined),-7,0.1,-4,-4,-1.1,-0.4,0.8,1,6,0.9
CCOC(=O)c1cnc2nc(SC)nn2c1N,4,-0.4,-4,-6,-0.1,-1.2,1.1,-2,-3,1.1
CC(Cc1ccccc1)C(=O)N(C)Cc1cccnc1 (centres undefined),12,-0.2,-5,-2,-1.2,0.1,1,-1,0,1.1
CC(CCc1ccccc1)NC(=O)COC(=O)C1=COCCO1 (centres undefined),-4,-0.1,-8,-13,0.8,3.4,1,2,-9,1.1
COc1ccc(-n2nc3c(c2NC(=O)c2ccc(S(=O)(=O)N4CCOCC4)cc2)CS(=O)(=O)C3)cc1,2,-0.1,4,-3,1.0,-0.3,1,-8,-3,1.1

# Of the compounds above, these have an NH in an aromatic ring:
SMILES,Lmaj promast,Hsp70 activator,TNAP inh hiacc,TNAP inh noacc,RAM inhibit,DTT redox prof,PMI act hi M6P,Efa HMGR inh,S1P3 antag,PMI activator
Nc1ccc(C(=O)OCc2nc3c(ccc4ccccc43)[nH]2)cc1,0,0.1,-5,-12,1.6,0.3,0.7,-7,.,0.9
CCOc1ccc(-n2c(O)c(/C=N/Nc3nnc(C)c(=O)[nH]3)c3ccccc3c2=O)cc1,4,0.1,7,-104,1.5,-1.7,1.1,1,-14,0.9
COc1cccc(CN2CCN(Cc3[nH]c4ccccc4c3C)CC2CCO)c1 (centres undefined),35,-0.4,-5,-7,0.9,0.2,1,-2,-19,0.9
COc1ccc(C(=O)N/N=C/c2cc3ccccc3[nH]c2=O)cc1,-3,-0.2,-5,-79,7.2,-0.8,0.8,-4,-8,0.9
